Screening results: PubChem BioAssay, Sanford-Burnham Center for Chemical Genomics
ER stress death: ER stress cell death inhibition | CSM14.1 thapsigargin ER stress survival, ATP luminescence | relative survival (cellular ATP), % at 15 µg/mL (by protocol) | hit rate 0.33% among 48,000;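 active = survival measured by cellular ATP above 50% at 15 µg/ml in the first screen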;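 note: cell death triggered by about 15 µM thapsigargin; ATP read 24 h after thapsigargin was added; plate controls were thapsigargin with DMSO for no effect and DMSO without thapsigargin for full effect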
An asterisk follows results filed as active.

A first look (seven entries):
Structure | ER stress death
O=C1NC(=S)N(c2ccc(Cl)cc2)C(=O)/C1=C\c1ccc(-c2cccc(C(=O)O)c2)o1 | 13
CCOC(=O)c1ccc(N2C(=O)CC(NCCc3ccc(OC)cc3)C2=O)cc1 (stereo not drawn) | 3
Cc1ccc(NC(=O)c2cccc(N3C(=O)C4C5c6ccccc6C(c6ccccc65)C4C3=O)c2)cc1Cl (stereo not drawn) | 2
O=C(O)CCCNC(=O)COc1ccccc1 | 0
COc1ccc(CNC(=O)c2ccc([N+](=O)[O-])cc2)cc1 | 2
C=CCOc1cccc(/C=C/C(=O)c2ccc(Cl)cc2)c1 | -2
CC(=O)n1nc(-c2ccccc2)c(-c2nc3ccccc3[nH]2)c1C | 2

The listing, from the start:
Structure | ER stress death
O=C1NC(=S)N(c2ccc(Cl)cc2)C(=O)/C1=C\c1ccc(-c2cccc(C(=O)O)c2)o1 | 13
CCOC(=O)c1ccc(N2C(=O)CC(NCCc3ccc(OC)cc3)C2=O)cc1 (stereo not drawn) | 3
Cc1ccc(NC(=O)c2cccc(N3C(=O)C4C5c6ccccc6C(c6ccccc65)C4C3=O)c2)cc1Cl (stereo not drawn) | 2
O=C(O)CCCNC(=O)COc1ccccc1 | 0
COc1ccc(CNC(=O)c2ccc([N+](=O)[O-])cc2)cc1 | 2
C=CCOc1cccc(/C=C/C(=O)c2ccc(Cl)cc2)c1 | -2
CC(=O)n1nc(-c2ccccc2)c(-c2nc3ccccc3[nH]2)c1C | 2
CN(C(=O)COc1ccc(Cl)cc1Cl)C1CCS(=O)(=O)C1 (stereo not drawn) | -1
C=CCN1C(=O)/C(=C\c2cccc(OCc3cccc4ccccc34)c2)SC1=S | -2
CC(C)CNC(=O)c1cccc(NC(=O)c2ccccc2Cl)c1 | 3
O=C1C=CC(=NS(=O)(=O)c2ccc(Cl)c([N+](=O)[O-])c2)C=C1 | -9
O=C1N/C(=N\Nc2ccccc2)S/C1=C\c1ccc(Cl)cc1Cl | -16
CC1=NN(C(=O)OC(C)(C)C)C(O)(c2ccncc2)C1 (stereo not drawn) | -4
O=C(CNc1cccc2ccccc12)N/N=C/c1cn(Cc2ccccc2)c2ccccc12 | 3
CCOC(=O)C1=C(C)OC(N)=C(C(=O)OCC)C1c1ccccc1[N+](=O)[O-] (stereo not drawn) | -4
COC(=O)C1=C(C)NC(=S)NC1c1ccc(C(C)C)cc1 (stereo not drawn) | 4
Cc1cccc(C(=O)Nc2ccc(OC(F)(F)F)cc2)c1 | 8
CC(C)(Oc1ccc(-c2ccco2)cc1)C(=O)O | -1
COc1ccc(/C=C2\C(=O)NC(=O)N(c3cccc(C)c3)C2=O)c(C)c1 | -7
COc1ccc(CCNC(=O)C2CC2(c2ccccc2)c2ccccc2)cc1OC (stereo not drawn) | 0
CCCCC1(O)CC(c2ccc(OC)cc2)NC(c2ccc(OC)cc2)C1C (stereo not drawn) | -10
C=CCc1cccc2cc(C(=O)Nc3ccc(NC(C)=O)cc3)c(=O)oc12 | -3
O=C(O)c1ccc([N+](=O)[O-])c2c1NC(C1CC=CCC1)C1CC=CC21 (stereo not drawn) | 13
COc1ccc(/C(C)=N/N=C2/NC(=O)C(CC(=O)Nc3ccc(C)cc3)S2)cc1 (stereo not drawn) | -2
O=C(Nc1cc(C(F)(F)F)ccc1Cl)c1ccc2ccccc2n1 | 22
CCN1C(=O)NC(c2ccccc2[N+](=O)[O-])C(C(=O)OCCOC)=C1C (stereo not drawn) | 10
COc1cccc(C(=O)Nc2ccc3oc(-c4ccc(F)cc4Cl)nc3c2)c1 | 5
CCOC(=O)CC(=O)c1sc2nccc(N(C)C)c2c1N | 7
O=C(NCCN1CCOCC1)c1ccccc1Br | 0
O=C(Nc1cccc(F)c1)C1CC(=O)N(c2ccccc2)C1 (stereo not drawn) | 5

As a working copy, part of the list above.
Structure | ER stress death
O=C1NC(=S)N(c2ccc(Cl)cc2)C(=O)/C1=C\c1ccc(-c2cccc(C(=O)O)c2)o1 | 13
CCOC(=O)c1ccc(N2C(=O)CC(NCCc3ccc(OC)cc3)C2=O)cc1 (stereo not drawn) | 3
Cc1ccc(NC(=O)c2cccc(N3C(=O)C4C5c6ccccc6C(c6ccccc65)C4C3=O)c2)cc1Cl (stereo not drawn) | 2

(next part)
Structure | ER stress death
NC(=O)SCC(=O)Nc1ccc(Br)cc1 | 10
CC(C)C(C(=O)O)N1C(=O)/C(=C/c2ccc3c(c2)OCO3)SC1=S (stereo not drawn) | 0
Nc1ccc(-c2ccc(N3C(=O)c4cccc5c(Cl)ccc(c45)C3=O)cc2)cc1 | 11
COc1ccc(C(=O)Nc2ccc3nn(-c4ccc(C)c(Cl)c4)nc3c2)cc1[N+](=O)[O-] | 10
CCCOC(NC(=O)CC)(C(F)(F)F)C(F)(F)F | 10
CC1=C(C(=O)Nc2ccccc2)C(c2ccc3c(c2)OCO3)NC(=S)N1 (stereo not drawn) | 10
Cc1cc2c(cc1C)C(=O)NC(C)(C)C2 | 14
Cc1cccc(C(C)C)c1NC(=O)Nc1ccc(Cl)cc1 | 9
COc1ccccc1-c1c(C(F)(F)F)oc2cc(OCc3ccccc3)ccc2c1=O | 1
COc1ccc(-c2cc(C(=O)N/N=C/c3c(C)[nH]c4ccccc34)[nH]n2)cc1 | -4
CCOC(=O)COc1ccccc1/C=C1\C(=O)NC(=O)N(c2ccc(Cl)cc2)C1=O | 10
O=C1NC(=S)N(c2cccc(Br)c2)C(=O)/C1=C/c1ccc(-c2cccc([N+](=O)[O-])c2)o1 | 9
O=c1[nH]cnc2c1cnn2CCOc1ccccc1 | 11
O=C(O)c1cc(-c2cccc(Cl)c2)nc2ccccc12 | 1
O=C(CSc1nc2ccccc2[nH]1)Nc1ccccc1-c1ccccc1 | -1
O=C1/C(=C\c2cccc([N+](=O)[O-])c2O)SC(=S)N1c1ccccc1 | 16
CCOC(=O)NCS(=O)(=O)c1ccc(C)cc1 | 0
CCc1ccccc1NC(=O)C(F)(Cl)C(F)(F)F (stereo not drawn) | 7
CSC(=NSc1ccc([N+](=O)[O-])cc1)SC | 2
CCc1c(C)sc(NC(=O)c2ccc(F)cc2)c1C(=O)OC(C)C | 8
Cc1cc(Cl)ccc1OCC(O)CNC(C)C (stereo not drawn) | -5
CCCC(=O)NS(=O)(=O)c1ccc(NC(=O)c2cccc(Br)c2)cc1 | 1
Cc1ccc2oc(C(=O)Nc3ccc(F)cc3)c(C)c2c1 | 2
N/C(=N\OC(=O)c1ccc(Cl)c([N+](=O)[O-])c1)c1ccncc1 | -4
O=C(O)CCn1c(SCCc2ccccc2)nc2ccccc21 | -6
C=CCOC(=O)C1=C(C)NC(C)=C(C(=O)OCC=C)C1c1ccc(N(C)C)cc1 | 0
O=C(CNc1n[nH]c(=O)[nH]c1=O)N/N=C/c1ccc(C(F)(F)F)cc1 | -5
CCOC(=O)c1ccc(P(=O)(C(C)(C)C)C(C)(C)C)cc1 | 10
O=C(O)c1ccc(NC(=S)N/C(=N/S(=O)(=O)c2ccc(Cl)cc2)c2ccccc2)cc1 | 17
O=C1NC(c2ccc([N+](=O)[O-])cc2)Nc2c1sc(=S)n2-c1ccccc1 (stereo not drawn) | 9

Structure | ER stress death
COc1cccc(C2c3c(-c4ccccc4)n[nH]c3C(=O)N2c2ccccc2)c1 (stereo not drawn) | -1
Cc1c(Cl)cccc1NC(=O)c1ccc(Br)o1 | 4
COC(=O)C1=C(C)N(C)C(=O)/C1=C\c1ccccc1Cl | 5
O=C(Nc1ccccc1C(=O)Nc1ccc(Br)cn1)c1ccccc1Cl | 1
COC(=O)c1cc(Br)c(C)c(NC(C)=O)c1[N+](=O)[O-] | 5
COc1cc(C=C2C(=O)N(c3ccc(C)cc3)C(=S)N(c3ccc(C)cc3)C2=O)ccc1O | 8
Cc1ccc(-c2cc3nc(C)c(Cl)c(=O)n3[nH]2)cc1 | 6
Cc1cc(=O)[nH]c(Nc2nc3ccccc3o2)n1 | 4
CCOC(=O)c1ccc(NC(=O)C(=O)NCCOC)cc1 | 7
O=c1ccc([N+](=O)[O-])ccc1Nc1ccccn1 | 19
O=C(CSc1nc2ccccc2o1)Nc1ccc(/C=C/c2ccccc2)cc1 | -8
O=C(c1cccnc1)N1N=C2CCCCCC2C1(O)C(F)(F)F (stereo not drawn) | 16
COc1ccc(C=C2C(=O)N(c3ccc(C)cc3)C(=S)N(c3ccc(C)cc3)C2=O)cc1C(=O)O | 6
CCOC(=O)C1=C(C)N=c2s/c(=C\c3ccc(O)c(OC)c3)c(=O)n2C1c1ccc(C)cc1 (stereo not drawn) | 2
CCOC(=O)c1ccc(NC(=S)NC(=O)c2ccc(Cl)cc2)cc1 | -3
Clc1ccc(CSc2nnc(-c3ccccc3)o2)c(Cl)c1 | 4
CCOc1cccc(N2C(=O)CC(N3CCN(C)CC3)C2=O)c1 (stereo not drawn) | 10
Cc1nc(Nc2nc(-c3ccccc3)cc(=O)[nH]2)nc2c(C)cccc12 | -5
COc1ccc(CN2CCN(S(=O)(=O)c3ccccc3)CC2)cc1OC | -7
O=C(CN(CCc1ccccc1)S(=O)(=O)c1ccc(Cl)cc1)NCc1ccccn1 | 8
C/C(=N\N=C\c1cccc([N+](=O)[O-])c1)C1C(=O)c2ccccc2C1=O | 8
COc1cc(NC(=O)COc2ccccc2C)cc([N+](=O)[O-])c1 | 1
Cc1cccc(NC(=O)CSc2nc3ccc(N4C(=O)c5ccccc5C4=O)cc3s2)c1C | 8
Cc1cccc(NC(=O)CSc2nc3ccccc3s2)c1C | 9
CCOC(=O)c1cn(-c2ccc(F)c(F)c2)c2c(F)c(F)c(F)c(F)c2c1=O | 4
COc1ccc(C2CC(=O)C3=C(C2)Nc2ccccc2NC3c2ccc3ccccc3c2)cc1 (stereo not drawn) | 50*
COc1ccc(NC(=O)/C(=C\c2cccc([N+](=O)[O-])c2)NC(=O)c2cccs2)cc1 | -9
NC(=O)c1ccc(Cl)c(S(=O)(=O)N2CCOCC2)c1 | 17
O=C(/C=C/c1ccc(Cl)cc1)Nc1ccc(NC(=O)c2ccco2)cc1 | -2
Cc1cc(/C=C2\C(=O)NC(=O)N(c3ccccc3F)C2=O)c(C)n1-c1cccc([N+](=O)[O-])c1 | 2

Reformatted as labelled records: entries from further up
CCOC(=O)C1=C(C)N=c2s/c(=C\c3ccc(O)c(OC)c3)c(=O)n2C1c1ccc(C)cc1 (stereo not drawn)
  ER stress death = 2
COc1cc(NC(=O)COc2ccccc2C)cc([N+](=O)[O-])c1
  ER stress death = 1

Remaining list, next part.
Structure | ER stress death
CC1=C/C(=N\N=C2\NC(=O)C(CC(=O)Nc3ccc(Cl)cc3)S2)CC(C)(C)C1 (stereo not drawn) | 4
CN(C)C1=C(C#N)C(C2CCCCC2=O)c2c(c3ccccc3n2C)N1c1ccc([N+](=O)[O-])cc1 (stereo not drawn) | -1
O=C(CCCOc1ccccc1)Nc1ccc(S(=O)(=O)Nc2nccs2)cc1 | 7
C#CCSc1nncn1C(=O)/C=C/c1ccco1 | -2
COc1ccccc1C(=O)N1CCN(C2CCN(Cc3ccccc3)CC2)CC1 | 2
COc1cccc(C(=O)N2CCN(C3CCCCC3OC)CC2)c1 (stereo not drawn) | -2
Cc1ccc2oc(-c3ccc(NC(=O)c4cccs4)cc3)nc2c1 | 2
NS(=O)(=O)c1ccc(NC(=O)c2ccccc2C(=O)O)cc1 | 1
CC1=C(C(=O)OC(C)C)C(c2ccc(C)c([N+](=O)[O-])c2)C2=C(CCCC2=O)N1 (stereo not drawn) | 4
CC(C)CN1C(=O)/C(=C/c2ccc(Cl)cc2Cl)SC1=S | -1
COc1ccc(C2=NN(C(=O)CCC(=O)O)C(c3cccc([N+](=O)[O-])c3)C2)cc1 (stereo not drawn) | -8
N/C(=N\OC(=O)COc1ccc(Br)cc1)c1ccc(Cl)cc1 | 5
O=C(CN(Cc1ccccc1)S(=O)(=O)c1ccccc1)N/N=C/c1ccc(Cl)cc1 | 19
O=c1c(-c2ccccc2)coc2cc(OCc3ccccc3Cl)ccc12 | 8
CCOc1cc(OCC)cc(C(=O)Nc2ccc(C(C)CC)cc2)c1 (stereo not drawn) | -3
C(=NC1=NN(c2ccccc2)CC1)N1CCCCC1 | -4
CS(=O)(=O)N(CC(=O)Nc1cccc(C(F)(F)F)c1)c1cccc(Cl)c1 | -4
O=C(NC1CC1)c1ccc(C2SCC(=O)N2Cc2ccccc2)cc1 (stereo not drawn) | 4
COc1ccc(CC(=O)Nc2sc3c(c2C#N)CCCC3)cc1 | 7
O=C(Nc1ccc(I)cc1Cl)c1cccs1 | 0
COc1ccc(/C=C2/SC(=O)NC2=O)c2ccccc12 | 3
O=C1c2ccc3c4c(ccc(c24)C(=O)N1CCOc1ccccc1Cl)CC3 | 12
O=C(Nc1cccc(NC(=O)c2ccccc2Br)c1)c1cccc(Br)c1 | -2
COC(=O)C1=C(C(=O)OC)SC(=C2C(=S)C(C)(C)N(C(=O)Cc3ccccc3)c3c(OC)cccc32)S1 | 9
CC(=O)c1c(C)nc(-c2ccccc2)nc1NC(=O)C(C)C | 9
Cc1cccnc1N1C(=O)C2C3c4ccccc4C(C)(c4ccccc43)C2C1=O (stereo not drawn) | 2
COc1cccc(N(CC(=O)Nc2cccc(Br)c2)S(=O)(=O)c2ccccc2)c1 | 8
Oc1ccccc1-c1cc(C(F)(F)F)nc(-c2ccccc2)n1 | 6
COc1ccc(C2=NN(c3nc(-c4ccc(OC)c(F)c4)cs3)C(c3ccc(OC)cc3)C2)cc1 (stereo not drawn) | 5
O=S(NCc1ccco1)C12CC3CC(CC(C3)C1)C2 (stereo not drawn) | 0
CCC(C)c1ccc(NC(=O)c2oc3ccccc3c2C)cc1 (stereo not drawn) | 3
Cc1c(NC(=S)NCc2ccco2)c(=O)n(-c2ccccc2)n1C | 8

Not all compounds are listed; count on the stated rates, not on these rows.
